# EPAC2 antag: EPAC2 (human) antagonism | 360,000 tested, 0.18% active | Potency, µM (titrated, usually from 114 µM), inactives show at the top dose activity, negative = inhibition, usual class: inhibitors | Q8WZA2 | EPAC2 GEF exchange of Rap1B-BODIPY-GDP, fluorescence; note: potency is the fitted concentration of half-maximal effect; % is set by controls: 0 for no effect and ±100 for the full control effect; nearly all actives have a fitted effect of over 45% in size; many of its hits are not listed in these tables
# Target sequence (Q8WZA2 whole entry, looked up): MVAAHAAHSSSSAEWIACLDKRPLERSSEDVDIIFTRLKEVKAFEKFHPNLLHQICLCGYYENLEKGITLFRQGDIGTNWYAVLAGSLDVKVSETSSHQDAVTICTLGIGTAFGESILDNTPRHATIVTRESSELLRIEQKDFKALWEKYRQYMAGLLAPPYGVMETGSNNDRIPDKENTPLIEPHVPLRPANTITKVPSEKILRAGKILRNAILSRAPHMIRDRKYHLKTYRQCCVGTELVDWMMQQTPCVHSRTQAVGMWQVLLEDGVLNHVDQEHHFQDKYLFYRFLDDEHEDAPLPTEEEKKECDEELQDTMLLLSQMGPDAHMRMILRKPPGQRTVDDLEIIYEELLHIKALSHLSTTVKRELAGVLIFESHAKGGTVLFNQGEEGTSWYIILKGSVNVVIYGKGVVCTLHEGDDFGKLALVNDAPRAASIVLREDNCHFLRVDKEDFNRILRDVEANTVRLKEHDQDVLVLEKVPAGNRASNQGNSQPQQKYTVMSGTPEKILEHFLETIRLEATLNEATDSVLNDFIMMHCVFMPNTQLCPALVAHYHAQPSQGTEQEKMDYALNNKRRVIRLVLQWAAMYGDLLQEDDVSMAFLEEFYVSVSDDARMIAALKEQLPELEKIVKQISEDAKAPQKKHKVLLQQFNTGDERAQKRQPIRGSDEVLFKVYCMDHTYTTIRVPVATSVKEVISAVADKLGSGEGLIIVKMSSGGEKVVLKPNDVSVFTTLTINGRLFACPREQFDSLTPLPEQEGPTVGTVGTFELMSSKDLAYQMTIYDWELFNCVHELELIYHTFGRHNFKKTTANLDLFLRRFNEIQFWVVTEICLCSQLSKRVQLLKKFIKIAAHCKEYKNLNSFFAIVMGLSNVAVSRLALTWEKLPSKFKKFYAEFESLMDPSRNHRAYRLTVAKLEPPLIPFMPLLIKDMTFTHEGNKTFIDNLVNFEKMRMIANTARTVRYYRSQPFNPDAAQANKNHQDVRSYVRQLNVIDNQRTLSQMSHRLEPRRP
# pAkt inh: blocks phosphorylation of Akt. Neuro2A IGF-stimulated pAkt S473 HTRF, 20 min; stronger effect = lower value. activity change, % for hits at 50 µM. 360,000 tested, 0.32% active. AID 651550; in the data active = activity change below about -80%; inconclusive = mostly about -51% to -80%; note: % is set by controls: 0 for no effect and ±100 for the full control effect
#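 Neuro2A cells in DMEM with 0.5% FBS, overnight at 37 deg C, given compound at single 50 µM final, then IGF (6 nM final) for 20 min at 37 deg C. Lysed; phospho-Akt Ser473 by HTRF after 24 h, 665/615 ratio.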
# Mm-Cpn inhibitor: M. maripaludis TRiC chaperonin inhibition; purified Mm-Cpn ATPase, ADP Transcreener TR-FRET; Potency, µM (series often up to 76.9 µM), without a hit: at the highest dose activity, negative = inhibition, actives largely listed as inhibitors; 330,000 tested, 0.031% active; AID 504842; note: potency is the fitted concentration of half-maximal effect; % is set by controls: 0 for no effect and ±100 for the full control effect; nearly all actives have a fitted effect of over 80% in size
#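 Inhibition of chaperonin ATP hydrolysis is measured as reduced ADP production, detected by competitive TR-FRET in which signal falls with ADP. Final enzyme 25 nM and ATP 10 uM, reacted 30 min at 37°C.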
# EPAC2 agonist: EPAC2 (human) agonism | Potency, µM (series often up to 154 µM), without a hit: at the top dose activation, usual class: activators | 360,000 tested, 0.079% active | EPAC2 activation, biochemical qHTS; response scale: 100% = 6.5 mM cAMP response | AID 720711; note: potency is the fitted concentration of half-maximal effect; nearly all actives have a fitted effect of over 50% in size
#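 Fluorescence exchange assay: 100 nM EPAC2 with 250 nM RAP1B-BODIPY-GDP and 50 uM GDP; compounds tested as a concentration-titration series (qHTS). Loss of Rap1-bound BODIPY-GDP fluorescence read at 480/540 nm; data normalized to 6.5 mM cAMP.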
# D3 ag: activates the human D3 dopamine receptor; AID 652048; max activation, %; 410,000 tested, 0.58% active; D3R DiscoveRx beta-arrestin cells, luminescence, 90 min; P35462; in the data active = max activation above about 30%; note: 0% is about no effect; mostly tested at two doses, the higher about 12 µM
#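 Agonist mode: compounds and dopamine controls were applied to plated cells for 90 min at 37 degrees C after an overnight attachment at 1500 cells/well. Luminescent read-out followed 30 - 60 minutes at room temperature with DiscoveRx detection reagent.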
# PTHR1 ag: PTHR1 (human) receptor agonism; Potency, µM (titrated, usually from 115 µM), inactives show at the highest dose activation, usual class: activators; Q03431; AID 743266; HEK293 GP2 PTHR1 cells, GloSensor cAMP luminescence, 1 h; 410,000 tested, 0.075% active; note: potency is the fitted concentration of half-maximal effect; nearly all actives have a fitted effect of over 55% in size; some results filed as inactive show a strong effect at the top dose; inactives centre near -15; many of its hits are not listed in these tables
#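 HEK-293-derived GP2 cells expressing PTHR1 and a GloSensor cAMP reporter, 3,000/well, plated overnight, given luciferin plus IBMX (each 0.5 mM as added) for 1 h at 37 °C, then compound for 1 h at 37 °C. Luminescence was read after 15 min at room temperature.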
# DRD3 antagonist: blocks the human D3 dopamine receptor. AID 652054. 360,000 tested, 2.5% active. D3R cells, DiscoveRx beta-arrestin luminescence, antagonist mode; stronger effect = lower value. max response, negative = inhibition, %. P35462; in the data active = max response below about -50%; inconclusive = no clear call, values can overlap the other calls; note: % is set by controls: 0 for no effect and ±100 for the full control effect; mostly tested at two doses, the higher about 12 µM
#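 Cells expressing the human receptor were seeded at 1500 cells/well, incubated overnight at 37 degrees C in 5% CO2, then exposed to library compounds with dopamine controls for 90 minutes at 37 degrees C before luminescent detection.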
# CCT chaperon mod: cytosolic chaperonin activity modulation; 360,000 tested, 0.3% active; purified chaperonin ATPase assay, HTRF ADP detection, 30 min; activity change, % (no concentration beside the values), hits read low; AID 651819; in the data active = activity change below about -30%; note: % is set by controls: 0 for no effect and ±100 for the full control effect
#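 ATPase activity: ADP formed was measured by HTRF Transcreener (665/615 nm ratio) after 30 min at 37 deg C with 10 uM ATP. Compounds screened at one 76 uM concentration against 40 or 20 nM TRiC in Tris pH 7.4/KCl/MgCl2/DTT buffer.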
# * hit, by the source's call; i = inactive; ? = inconclusive; . = no result given; & = joins results of further samples; [ ] = dose if it differs, or a comment. Unless noted, calls come from the whole dose curve; as a rule, active = well fitted curve in the direction sought with a large enough effect; inconclusive = small, poorly fitted or top-dose-only effect, or another doubt; inactive = no such curve, though single readings can be large; an effect the other way counts as inactive or inconclusive.
SMILES,EPAC2 antag,pAkt inh,Mm-Cpn inhibitor,EPAC2 agonist,D3 ag,PTHR1 ag,DRD3 antagonist,CCT chaperon mod
CCCCNC(=O)N1CCOCCOCCN(C(=O)NCCCC)CCOCCOCC1,-9%,i,-7%,8%,-4,-43%[inhibitor][57.5 µM],35,-2.5
O=C(NC1CC1)c1ccc(CS(=O)c2ccc(Br)cc2)o1 (configuration not stated),7%,i,1%,11%,-2,i,9,-1.0
O=C(NN=Cc1ccccc1)C(Oc1ccccc1)c1ccccc1 (configuration not stated),?,i,.,12%,1,i,-11,0.7
CCn1nnc2cc(C(=O)Nc3cc(S(C)(=O)=O)ccc3Cl)ccc21,9%,i,-4%,-2%,2,i,9,-1.8
COc1ccc(S(=O)(=O)Nc2ccccc2OC)cc1N=Nc1c(O)[nH]c(=S)[nH]c1=O,-11%,i,-1%,0%,-6,-4%,-26,-0.4
COc1ccc(-c2csc(NC(=O)CSC(C)C(=O)Nc3cc(C)on3)n2)cc1OC (configuration not stated),-1%,i,-3%,2%,-3,-74%[inhibitor],-2,-1.8
NC(=O)COC(=O)CSc1ccc2ccccc2c1,-5%,i,-6%,4%,4,i,-17,-0.5
Nc1nc(CSc2nnc(-c3cccc(F)c3)n2-c2ccccc2)nc(N2CCOCC2)n1,4%,i,-3%,-7%,-5,i,4,-1.9
O=C(NCc1n[nH]c(=S)n1-c1cccc(Cl)c1)c1cccs1,5%,i,2%,1%,1,i,-16,-1.1
Cc1ccc(N2CC(C(=O)NCc3ccc(C)n3C)CC2=O)cc1 (configuration not stated),5%,i,0%,16%,2,i,2,0.0
CC(NC(=O)COC(=O)C1(C)CC1(Cl)Cl)c1ccccc1 (configuration not stated),0%,i,-1%,7%,-8,-11%,8,-0.4
NNC(=O)c1csc(CS(=O)(=O)c2ccc(Cl)cc2)n1,0%,i,-3%,9%,-11,i,5,0.2
CCCCn1c(C(C)NC(=O)CCC)nc2ccccc21 (configuration not stated),-4%,i,1%,6%,-1,i,0,2.0
C/C(=N\N=C1/SC(CC(=O)O)C(=O)N1c1ccccc1)c1ccc(C)cc1 (configuration not stated),-4%,i,?,15%,-5,-9%,11,-3.1
Cc1c(C)c2c(OCC(=O)NC3CC3)cc3c(c2oc1=O)CCC(C)(C)O3,-25%,i,0%,11%,9,-49%[inhibitor],5,-0.7
NC(=O)c1c(NC(=O)CN2C(=O)NC(Cc3ccccc3)C2=O)sc2c1CCC2 (configuration not stated),-1%,i,-1%,2%,0,i,18,0.0
Cc1c(-n2c(SCC(=O)NC(C)C(C)C)nc3ccccc3c2=O)c(=O)n(-c2ccccc2)n1C (configuration not stated),-2%,i,?,-1%,4,i,-15,-1.1
O=C(O)c1ccn2c(C(=O)c3ccc(Cl)cc3)c(-c3ccccc3)cc2c1,?,i,-1%,16%,4,i,-10,-2.3
Cc1ccc(C)c(NC(=O)CN(C)C(=O)CSCc2c(C)noc2C)c1,4%,i,-1%,-1%,2,-18%,-7,0.6
CC(C)(C)c1ccc(C(=O)c2c[nH]c(C(=O)NCC3CCCO3)c2)cc1 (configuration not stated),0%,i,1%,-16%,1,-21%,1,-2.1
CCOC(=O)[C@H]1[C@H]2COc3ccccc3[C@@H]2N2C(=O)[C@@H](CO)NC(=O)[C@@]12C,5%,i,?,11%,9,i,-18,0.8
COCCCN(Cc1ccco1)C(=O)c1cc2c(s1)-c1ccc(Cl)cc1S(=O)(=O)C2,-11%,i,-2%,2%,-11,i,-18,-2.4
COc1ccc(C(C#N)c2cnccn2)cc1OC (configuration not stated),14%,i,-13%,9%,0,8%,1,-0.4
O=C(OCc1cc2ccccc2[nH]c1=O)c1ccco1,3%,i,-15%,1%,-12,i,-10,-0.8
COC(=O)c1ccccc1NC(=O)Cn1nnc(-c2ccc(OC)cc2)n1,0%,i,1%,16%,1&-2,-8%,30,-8.0
COC(=O)c1ccc(NC(=O)Nc2ccc(OC)cc2)cc1,-2%,i,0%,1%,8,-8%,11,-1.8
Cn1ncc(N=Cc2ccccc2)c1C(=O)Nc1cccc(Cl)c1,-3%,i,1%,-11%,-2,-4%[57.5 µM],-15,0.9
O=c1ncn(-c2ccc(F)cc2)c2ncccc12,9%[57.1 µM],i,-1%,5%,2,i,2,-5.4
O=C(O)c1ccc2c(=O)n3c(nc2c1)/C(=C/c1ccccc1OC(F)F)CC3,-1%,i,-5%,9%,1,-8%,8,-1.3
COc1ccc(-c2ccnc(SCC(=O)c3ccc(Cl)cc3)n2)cc1,-2%,i,-6%,1%,4,-18%,11,-1.2
CCCC(=O)C1=C(O)C(C(=O)OC)C(C)(C)CC1=Nc1ccccc1 (configuration not stated),-12%,i,-2%,-7%,0,i,?,-1.3
CCNS(=O)(=O)c1ccc(NC(=O)c2cccnc2)cc1,-4%,i,0%,14%,2,24%[57.5 µM],10,-3.1
Cc1sc2nc(CC(N)=O)[nH]c(=O)c2c1-c1ccccc1,0%,i,-2%,5%,0,i,8,1.4
CN(C)CCCOC(=O)COc1ccc(Br)cc1,1%,i,0%,7%,-2,-25%,0,-3.6
CC1CN(CCC(=O)Nc2ccccc2F)CC(C)O1 (configuration not stated),20%,i,0%,0%,-3,i,-6,1.0
COc1ccc(-c2cc(C(=O)Nc3cccnc3Cl)no2)cc1OC,5%,i,-1%,11%,-7&-2,-13%&-19%,1,-2.1
Cc1ccc2nsnc2c1NC(=O)c1cccnc1Cl,1%,i,-4%,-1%,-4,i,-23,-2.3
O=C(Nc1ccc2c(c1)OCO2)C1CCCCN1S(=O)(=O)c1ccccc1 (configuration not stated),2%,i,0%,-4%,6,-69%[inhibitor],24,-1.7
Cc1cc(C)n(C(=O)Cn2nc([N+](=O)[O-])cc2C)n1,1%,i,1%,-2%,4,i,-6,-2.3
CN(C(=O)COC(=O)C1CCN(S(=O)(=O)c2cccs2)CC1)c1ccccc1,8%,i,0%,12%,1,-18%,1,-1.7
CN(Cc1cccs1)S(=O)(=O)c1ccc(Cl)cc1F,?,i,1%,9%,-4,-1%,-11,-5.8
CC(=O)Oc1cccc(/C=C2\C=C(c3ccc(C)cc3)OC2=O)c1,3%,i,0%,4%,-17,i,-28,-6.0
C=CCN=c1scc(-c2ccc3c(c2)NC(=O)CO3)n1/N=C(\C)c1ccccn1,2%,i,0%,-4%,-16,-28%,-53*,-0.6
COc1ccc(-c2ccc(C#N)c(SCC(=O)NC3CC3)n2)cc1OC,14%,i,-15%,-1%,-5,-4%,9,-2.2
CC(CN(C)Cc1ccccc1)OC(=O)c1cccc(F)c1 (configuration not stated),-6%,i,2%,0%,-33,i,-60*,2.3
O=C(/C=C/c1ccco1)Nc1ccc(C(=O)N2CCOCC2)cc1,-2%,i,-3%,5%,-2,i,-11,0.5
CCCCC1=CC2=C(c3ccco3)C(=O)C(C)(OC(=O)c3ccc(OC)cc3)C(=O)C2=CN1Cc1ccccc1 (configuration not stated),8%,i,-2%,5%,3,-6%,-3,-1.2
CCCCOc1ccc(NC(=O)C(=O)NCCCn2ccnc2)cc1,2%,i,-2%,-2%,1,-7%,18,-0.8
Cc1cc(C(=O)OCC(=O)NCc2ccco2)c(C)o1,5%,i,0%,7%,-5,i,-6,-2.6
COc1ccc(SCCN2CCN(C)CCC2=O)cc1,3%,i,-1%,3%,9,-21%,19,0.0
Cc1ccc(NC(=O)N/C=C/c2ccccc2)cc1,3%,i,-9%,5%,-5,-51%[inhibitor],-12,-2.8
CC(=O)Nc1ccc(S(=O)(=O)NC2(C(F)(F)F)NC(=O)N(c3ccc(C)cc3)C2=O)cc1 (configuration not stated),-3%,i,2%,10%,-11&-7,18%&-16%,-15,0.0
CCOCCCNC(=O)c1ccc(CN2CCc3ccccc3C2)cc1,-5%,i,.,6%,-2,-27%,-92*,-2.0
CCOC(=O)c1c(NCC2CCCO2)c2ccccc2[nH]c1=O (configuration not stated),0%[57.1 µM],i,0%,3%,1,-5%[57.5 µM],0,0.7
CC(C)c1ccc(NC(=O)c2csnn2)cc1,-1%,i,0%,7%,0,i,21,-0.1
Cc1ccc(OCC(=O)N2N=C(C(F)(F)F)CC2(O)C(C)(C)C)cc1C (configuration not stated),-17%,i,-1%,-12%,4,-15%[57.5 µM],-1,-3.5
O=C(/C=C/c1ccco1)NCC1(c2ccccc2)CCCC1,-1%,i,3%,-2%,3,i,10,0.7
O=[N+]([O-])c1ccc(S(=O)(=O)Nc2ccccn2)cc1,11%,i,2%,5%,1,-12%,4,-0.4
CSc1cccc(NC(=O)C(C)Sc2ccc(C)cc2)c1 (configuration not stated),-2%,i,0%,18%,-3,-17%,-11,0.5
CC(=O)Nc1ccc(Nc2ncnc3c2cnn3-c2ccccc2)cc1,8%,i,-3%,-14%,-9,-2%[57.5 µM],31,1.2

# Reformatted with two lines to a compound: entries from further up
# Every second line gives: EPAC2 antag | pAkt inh | Mm-Cpn inhibitor | EPAC2 agonist | D3 ag | PTHR1 ag | DRD3 antagonist | CCT chaperon mod
CCCCC1=CC2=C(c3ccco3)C(=O)C(C)(OC(=O)c3ccc(OC)cc3)C(=O)C2=CN1Cc1ccccc1 (configuration not stated)
→ 8% | i | -2% | 5% | 3 | -6% | -3 | -1.2
CCCCOc1ccc(NC(=O)C(=O)NCCCn2ccnc2)cc1
→ 2% | i | -2% | -2% | 1 | -7% | 18 | -0.8
Cc1cc(C(=O)OCC(=O)NCc2ccco2)c(C)o1
→ 5% | i | 0% | 7% | -5 | i | -6 | -2.6

# (next part)
SMILES,EPAC2 antag,pAkt inh,Mm-Cpn inhibitor,EPAC2 agonist,D3 ag,PTHR1 ag,DRD3 antagonist,CCT chaperon mod
O=C(Nc1cccc(-c2cn3c(n2)SCC3)c1)c1ccc(Br)o1,-1%,i,-23%,-5%,-3,-10%,5,-1.6
CC(/C=C/c1ccccc1)=N\NC(=O)CCc1ccccc1,1%,i,2%,4%,-4,i,1,-2.1
CCNS(=O)(=O)c1ccc(NS(=O)(=O)c2cc(C)ccc2C)cc1,-3%,i,0%,4%,7,-19%[57.5 µM],-5,-1.7
N#CC1c2ccccc2-c2ccccc2N1C(=O)c1ccccc1 (configuration not stated),-15%,i,.,3%,2,i,-2,-2.5
Cc1ccc(Nc2nc(N)nc(N)c2N=O)cc1C,11%,i,.,7%,-9,1%,-2,-0.6
CCOC(=O)c1sc(-c2ccc(Cl)cc2Cl)nc1O,15%,i,-4%,-6%,10,-9%,1,1.1

# Screening results as filed in PubChem BioAssay.

# Only part of the results is shown; count on the stated rates, not on these rows.
